Assay outcomes deposited in PubChem BioAssay by several laboratories.
PPARg SRC-3 ag: PPARgamma-driven SRC-3 recruitment agonism. P37231. biochemical PPARgamma/SRC-3 coactivator recruitment assay. activation, % at 8 µM. 200,000 tested, 0.26% active; in the data active = activation above about 23%;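 also: 0% = DMSO and 100% = reference agonist; some compounds past the cut are filed as inactive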
Target sequence (P37231 whole entry, looked up): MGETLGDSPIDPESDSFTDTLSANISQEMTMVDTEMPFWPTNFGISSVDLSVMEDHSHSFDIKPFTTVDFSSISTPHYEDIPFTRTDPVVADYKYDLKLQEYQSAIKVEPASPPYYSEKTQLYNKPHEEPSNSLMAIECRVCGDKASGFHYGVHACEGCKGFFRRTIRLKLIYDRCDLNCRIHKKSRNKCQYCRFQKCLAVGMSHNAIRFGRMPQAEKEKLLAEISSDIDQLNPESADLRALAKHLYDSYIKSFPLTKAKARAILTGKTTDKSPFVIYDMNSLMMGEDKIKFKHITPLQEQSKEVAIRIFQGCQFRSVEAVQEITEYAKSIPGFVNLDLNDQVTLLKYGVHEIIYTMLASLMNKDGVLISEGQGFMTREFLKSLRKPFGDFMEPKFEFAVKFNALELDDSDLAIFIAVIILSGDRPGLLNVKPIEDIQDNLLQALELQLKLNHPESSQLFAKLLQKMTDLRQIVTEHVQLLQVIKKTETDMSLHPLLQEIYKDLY
Diaph inh CS: counter-screen for diaphorase-based assays: diaphorase inhibitors and chemical oxidizers; AID 1217; 190,000 tested, 0.69% active; inhibition, % at 20 µM; diaphorase resazurin-to-resorufin fluorescence, NADH, 16 min; bacterial (C. kluyveri) enzyme, not human;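 active = primary screen inhibition at 20 µM above a set limit, cut at about 50% in these data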;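 also: plate controls were DMSO with full reaction for no effect and wells lacking NADH for full effect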
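controls = No-NADH positive control and DMSO neutral control | system = Clostridium kluyveri diaphorase enzyme | timing = reaction incubation of 16 min at room temperature | signal = resorufin fluorescence 544/590 nm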
Diaphorase act: diaphorase activation or chemical reduction counter-screen. activation factor at 20 µM. Diaphorase/resazurin coupled assay, resorufin fluorescence, 16 min; stronger effect = higher value; 1 = vehicle wells, 0 = NADH-free wells. 190,000 tested, 0.005% active;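 active = diaphorase activity raised at least twofold by the compound at 20 µM; inactive = activation factor below 2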
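System – purified diaphorase enzyme from Clostridium kluyveri · Input – enzyme 0.07 U/mL final · Also added – final NADH 0.114 mM, resazurin 0.1 mM · Measured by – fluorescence of resorufin, 544 nm excitation, 590 nm emission · Timing – 16 min enzyme reaction, ambient temperature · Measure – resorufin increase flagging diaphorase activators or reducers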
S1P3 antag: blocks the human S1P3 receptor; Q99500; CHO S1P3 NFAT-BLA reporter, FRET fluorescence, antagonist mode; inhibition, % at 4.98 µM; 170,000 tested, 0.27% active; AID 485;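 active = inhibition above the plate cutoff, the mean inhibition of test wells on that plate plus 3 SD, cut at about 28% in these data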;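 also: cells challenged with S1P at its EC80 of 0.8 µM; blue over green emission ratio from cleaved BLA substrate after 4 h stimulation; 0% = S1P-stimulated wells and 100% = unstimulated DMSO-only wells; some compounds past the cut are filed as inactive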
PPARg SRC-2 ag: PPARgamma-driven SRC-2 recruitment agonism | PPARgamma LBD-SRC-2 recruitment, biochemical | activation, % at 8 µM | 200,000 tested, 0.34% active | AID 1032; in the data active = activation above about 22%;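 also: 0% = vehicle and 100% = reference agonist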
PPARg SRC-1 ag: agonists of human PPARgamma SRC-1 coactivator recruitment; 200,000 tested, 0.41% active; AID 631; P37231; PPARgamma-SRC-1 coactivator recruitment biochemical assay; activation, % at 8 µM; in the data active = activation above about 19%;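 also: 0% = DMSO and 100% = reference agonist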
PMI act hi M6P: activators of human phosphomannose isomerase at near-saturating mannose 6-phosphate | coupled PMI enzyme assay, resazurin fluorescence, 20 min; stronger effect = higher value; 1 = untreated enzyme, 0 = substrate-free blank | AID 1216 | 190,000 tested, 0.34% active | activation factor at 20 µM;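 active = activation factor of 2 or more at 20 µM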
Target sequence (P34949 whole entry, looked up): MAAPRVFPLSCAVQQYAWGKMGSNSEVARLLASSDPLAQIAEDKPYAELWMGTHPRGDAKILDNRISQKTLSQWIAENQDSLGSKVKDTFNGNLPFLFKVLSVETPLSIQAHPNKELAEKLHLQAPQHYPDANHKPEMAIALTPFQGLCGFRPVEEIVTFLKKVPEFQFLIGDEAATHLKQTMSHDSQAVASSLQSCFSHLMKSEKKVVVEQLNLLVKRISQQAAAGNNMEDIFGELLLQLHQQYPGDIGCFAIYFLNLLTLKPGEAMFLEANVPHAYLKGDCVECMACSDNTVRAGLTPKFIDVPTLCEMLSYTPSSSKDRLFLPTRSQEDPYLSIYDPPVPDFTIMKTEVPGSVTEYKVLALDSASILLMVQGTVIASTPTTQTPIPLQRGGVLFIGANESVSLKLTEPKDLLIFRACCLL
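Test system: Human PMI in coupled enzyme assay | Input: 15 ng/mL PMI | Medium: HEPES-buffered pH 7.4 with magnesium and detergent | Compound: One concentration, 20 µM, in 1% DMSO | Incubation: Enzyme reaction with compound 20 min at room temperature | Detection: Diaphorase-driven resazurin-to-resorufin fluorescence, excitation 544, emission 590 nm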
PMI act: increases human mannose-6-phosphate isomerase activity; 190,000 tested, 0.005% active; activation factor at 20 µM; P34949; purified human PMI, coupled resazurin fluorescence, 20 min; stronger effect = higher value; 1 = vehicle control, 0 substrate-free wells;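 active = activation factor of 2 or more at 20 µM, relative to plate controls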
G6PDH CS: inhibits Leuconostoc G6PDH, flagging false hits in G6PDH-based assays. 200,000 tested, 0.12% active. AID 1020. inhibition, % at 5 µM. Purified L. mesenteroides G6PDH, diaphorase/resazurin coupled fluorescence, 45 min; in the data active = inhibition above about 50%
SRC2 TRFRET art: counter-screen for PPARgamma SRC-2 recruitment agonists: TR-FRET artefact; TR-FRET ratio at 8 µM; AID 1049; 200,000 tested, 0.4% active; stronger effect = higher value; in the data active = TR-FRET ratio above about 2000; also: inactives centre near 1500
ROMK mod: modulators of human ROMK potassium channel; P48048; Tet-inducible ROMK, thallium flux fluorescence; actives lie on both sides; B-score at 10 µM; 130,000 tested, 2% active;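 active = signal ratio slope over the read window, or its plate-corrected B-score, at least 3 SD from the plate mean, either direction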;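 also: B-score of the F/F0 ratio slope over 7 to 12 s after thallium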
Numbers without * were called inactive; x = no result given.

Start of the data: the first 3 records as a preview:
compound	PPARg SRC-3 ag	Diaph inh CS	Diaphorase act	S1P3 antag	PPARg SRC-2 ag	PPARg SRC-1 ag	PMI act hi M6P	PMI act	G6PDH CS	SRC2 TRFRET art	ROMK mod
Cc1cc(NC(=O)CSc2cn(CCNC(=O)c3ccc(Cl)cc3)c3ccccc23)no1	0.9	6.6	0.9	-6.2	-6.7	1.5	0.9	0.9	28.7	1503	x
Cc1cc(SCC(=O)NC(=O)NCc2ccco2)nc2ccccc12	-2.5	19.1	0.8	-25.8	5.8	6.3	1.3	1.1	-0.1	1649	x
Oc1c(CN2CCCCC2)cc(Br)c2cccnc12	13.4	57.2*	0.4	6.3	3.8	11.1	0.4	0.5	35.5	1670	0.265

The list itself, from the first entry:
compound	PPARg SRC-3 ag	Diaph inh CS	Diaphorase act	S1P3 antag	PPARg SRC-2 ag	PPARg SRC-1 ag	PMI act hi M6P	PMI act	G6PDH CS	SRC2 TRFRET art	ROMK mod
Cc1cc(NC(=O)CSc2cn(CCNC(=O)c3ccc(Cl)cc3)c3ccccc23)no1	0.9	6.6	0.9	-6.2	-6.7	1.5	0.9	0.9	28.7	1503	x
Cc1cc(SCC(=O)NC(=O)NCc2ccco2)nc2ccccc12	-2.5	19.1	0.8	-25.8	5.8	6.3	1.3	1.1	-0.1	1649	x
Oc1c(CN2CCCCC2)cc(Br)c2cccnc12	13.4	57.2*	0.4	6.3	3.8	11.1	0.4	0.5	35.5	1670	0.265
CCOc1ccc(C2CC(=O)c3c([nH]c(C(=O)OC)c3C)C2)cc1OC (stereo not given)	-2.3	7.7	0.9	x	12.1	-4.8	1	0.9	5.0	1804	1.06
c1ccc2c(c1)[nH]c1c(N3CCN(C4CCCCC4)CC3)ncnc12	11.2	x	x	x	6.5	3.5	x	x	x	1618	-0.474
Cc1cc(C(F)F)n2ncc(C(=O)NC3CCCCCC3)c2n1	-1.9	11.1	0.9	5.3	4.4	1.4	1.1	1.1	-9.7	1589	x
CCN(CC)CC(=O)Nc1ccc2c(c1)N(C(=O)CN(CC)CC)c1ccccc1CC2	1.5	12.4	0.9	x	9.7	4.3	1	1	11.4	1430	-0.152
Cc1occc1-c1nnc(SCC(=O)N2CCOCC2)o1	3.2	10.4	0.9	-5.5	-6.2	7.8	0.9	1	-12.3	1670	0.111
CCOC(=O)N1CCN(C(=S)NC(=O)C23CC4CC(CC(C4)C2)C3)CC1	-0.8	9.8	0.9	-7.4	-0.2	3.6	1	1.1	6.0	1663	0.0383
CCOc1ccc(OCC(=O)Nc2ccccc2C(F)(F)F)cc1	2.3	21.6	0.8	5.0	2.8	4.2	0.9	0.8	11.6	1598	0.189
COc1ccc(/C=N/NC(=O)C(Cc2c[nH]c3ccccc23)NC(=O)OCC(C)C)cc1[N+](=O)[O-] (stereo not given)	6.6	3.9	1	x	-0.6	3.8	1	1	2.1	1690	x
CCOC(=O)C1=C(C)N=C(SC)N(C)C1c1ccccc1 (stereo not given)	6.1	17.7	0.8	x	-6.7	5.0	0.9	1	4.5	1401	x
COc1cccc(C2CC(c3ccc(C(C)C)cc3)n3nc(N)nc3N2)c1 (stereo not given)	-9.8	26.4	0.7	-37.4	2.3	-6.4	0.9	0.9	13.2	1470	x
O=c1cc(-c2ccccc2)oc2cc(OCc3ccccc3)cc(O)c12	2.8	15.7	0.8	-0.2	11.6	13.5	1	1	4.0	1832	x
COc1cc(NC(=O)CN2CCC(C(N)=O)(N3CCCCC3)CC2)c(OC)cc1Cl	-4.6	4.3	1	11.9	0.9	-8.8	1	1	-4.3	1393	0.0558
Fc1cccc(F)c1/C=N/Nc1ccccn1	3.0	12.4	0.9	0.5	2.0	3.6	0.9	0.9	0.5	1623	0.267
C#CC1CN(Cc2ccccc2)CC(C#C)N1C (stereo not given)	-10.9	15.3	0.8	x	2.1	4.7	1	1	-3.0	1733	0.725
CC(C(=O)N1CCN(Cc2ccc3c(c2)OCO3)CC1)c1ccc([N+](=O)[O-])cc1 (stereo not given)	2.3	4.0	1	5.6	-3.5	4.4	0.9	1	9.7	1428	-0.901
CC(NC(=O)CCc1nnc(C2(c3ccc(Cl)cc3)CCC2)o1)C1CC1 (stereo not given)	-0.8	13.4	0.9	6.7	4.9	1.3	0.9	0.9	8.9	1699	1.11
CSc1nc2ncc(C#N)cn2n1	3.9	2.0	1	-23.7	0.1	0.7	1.1	1.1	4.3	1781	1.37
CCOC(=O)NC(=O)/C(C#N)=N\Nc1ccc(Cl)cc1	5.7	14.8	0.9	x	-0.3	3.1	1.1	1	-3.9	1483	-0.815
COCCCNC(=S)Nc1ccccc1[N+](=O)[O-]	2.6	-17.7	1.2	-13.7	-0.9	0.0	1	1	2.5	1546	1.11
CC(O)CN=c1cc(-c2ccccc2)oc2ccc(Cl)cc12 (stereo not given)	-0.2	-3.7	1	x	-0.8	2.0	1	1	4.2	1586	x
CN(C)c1cccc(C(=O)OCC(=O)Nc2ccccc2Sc2ccccc2)c1	3.1	4.3	1	-2.8	6.0	1.4	0.9	0.9	-30.0	1427	x
CC(C)CC(C(=O)N1CCOCC1)N1Cc2ccccc2C1=O (stereo not given)	-0.1	12.6	0.9	0.3	-5.7	10.4	0.9	0.9	0.6	1738	0.17
COC(=O)C(C(=O)NCC1CCCO1)C1CCCC1 (stereo not given)	7.8	7.4	0.9	x	2.4	0.2	0.9	1	8.2	1552	0.547
O=C(NCc1cccs1)C1CCCCC1	-2.0	8.7	0.9	x	3.7	10.5	1	0.9	9.4	1499	-1.67
Cc1c(C(=O)Nc2ccncc2)sc2nc(-c3ccc(F)cc3)cn12	13.4	16.6	0.8	-9.1	21.7	6.3	0.9	0.9	-45.3	1995*	x
Cc1cc(C)cc(NC(=O)C(NCCN2CCOCC2)c2ccccc2)c1 (stereo not given)	4.0	12.1	0.9	-13.1	11.7	17.2	1	1	-1.8	1745	-0.255
CCCN(Cc1cc2ccc(C)cc2[nH]c1=O)S(=O)(=O)c1ccccc1	16.0	12.1	0.9	x	3.0	6.6	1	1	6.7	1613	-2.05
c1ccc(-c2cn3nc(-c4ccccc4)c(-c4ccccc4)nc3n2)cc1	3.7	12.1	0.9	x	1.2	-0.6	1.4	1.2	13.8	1779	x
COc1ccc2c(c1)nc(SCC(=O)c1ccc(Br)s1)n2C	21.9	19.8	0.8	x	28.4*	16.2	1.5	1.1	4.5	1815	x
CC(=O)NCCNc1ccc([N+](=O)[O-])cn1	-0.1	16.3	0.8	-2.5	-5.9	-3.0	0.8	1	-2.3	1633	x
Cc1c2c(nc3nc4ccccc4n13)CC(C)(C)CC2=O	-0.6	7.2	0.9	-24.1	-1.6	-2.0	1	0.9	-7.6	1442	0.24
Cc1ccc(C(=O)NC(=S)Nc2c(C)ccc3nsnc23)cc1	4.1	17.3	0.8	-1.1	3.1	1.3	0.7	0.7	-2.7	1730	-0.428
O=C(O)CC(c1cccc(C(F)(F)F)c1)N1CCS(=O)(=O)CC1 (stereo not given)	-2.0	-3.8	1	1.8	-0.6	6.5	1.1	1.1	3.6	1655	0.164
COc1ccc(OC)c(C2CC(=O)Nc3cc(OC)c(OC)c(OC)c32)c1 (stereo not given)	5.0	14.4	0.9	x	-1.7	2.2	1	0.9	8.4	1519	0.667
COc1ccccc1NS(=O)(=O)c1cc(NC(=O)C2CC2)ccc1N1CCOCC1	3.7	13.2	0.9	-13.7	6.3	8.6	1	0.8	2.8	1564	0.0645
COC(=O)CNc1c(-c2ccccn2)nc2ccc(Br)cn12	2.5	21.7	0.8	x	5.8	-0.5	1.2	1	-28.1	1469	0.0191
CN(c1ccccc1)S(=O)(=O)c1cccc(NC(=O)CCN2C(=O)C3CCCCC3C2=O)c1 (stereo not given)	0.6	4.6	1	-5.5	-4.5	2.2	1.1	1.1	1.9	1401	0.657
Cc1cc(C(=O)CN2C(=O)C3CC=CCC3C2=O)c(C)n1-c1ccccc1 (stereo not given)	-0.8	2.3	1	-27.9	12.1	8.8	1	1.1	8.5	1586	x
CC1=C(C(=O)c2ccccc2)C(c2ccc(OC(F)F)cc2)NC(=S)N1 (stereo not given)	-6.1	13.0	0.9	11.5	5.8	2.2	1.1	1.2	6.4	1522	-0.524
CC(C)=CCN1CCN(CC#Cc2ccccc2)CC1CCO (stereo not given)	-8.2	-20.1	1.2	-13.5	-0.7	1.6	1.2	1.1	18.7	1499	-0.423
CC(Sc1nnc(COc2ccc3ccccc3c2)n1C)C(=O)O (stereo not given)	6.4	21.1	0.8	-48.0	-3.5	-0.2	0.9	1	-0.4	1561	0.126
CCOc1ccc(NS(=O)(=O)N(C)C)cc1	8.4	11.4	0.9	6.8	6.5	4.9	0.9	0.9	-19.6	1636	x
COc1ccccc1-c1c(C)[nH]n2c(=O)c(Cc3ccccc3)c(C)nc12	3.9	8.8	0.9	1.3	0.6	2.0	0.9	1	9.4	1598	1.55
COCCNC(=O)CCc1nc(-c2ccccc2)no1	-2.0	22.8	0.8	2.7	5.1	0.6	0.8	0.8	-14.3	1672	x
CC1CC(C)CN(C(=O)c2ccc(C#N)cc2)C1 (stereo not given)	7.6	-0.3	1	-3.7	0.3	7.5	1	1	14.5	1548	-0.0118
CCCCC(CCC(=O)NNC(=O)Cc1ccccc1)C(=O)O (stereo not given)	4.0	4.5	1	-6.9	9.8	1.7	1	0.9	-4.8	1655	0.393
COc1ccc(NC(=O)Cn2nnc(C(=O)NCc3cccc(OC)c3)c2N)cc1	-5.1	0.2	1	-6.4	4.2	2.5	1.1	1.1	5.9	1582	x
O=C1CCCN1c1ccc(S(=O)(=O)Nc2ccc3c(c2)OCCO3)cc1	8.9	9.4	0.9	26.4	0.8	-0.7	1	0.9	0.0	1447	x
Cn1ncc(Cl)c1C(=O)N/N=C/c1cc2c(cc1[N+](=O)[O-])OCO2	-1.3	30.7	0.7	-9.0	-2.1	4.7	1.5	1.5	13.0	1358	0.0163
CCOC(=O)c1cnn(-c2cc(C(C)(C)C)nc3c(-c4ccccc4)c(C)nn23)c1N	6.3	5.4	0.9	x	2.0	8.1	1	1	-4.7	1626	x

Compounds as they come; about 3.3% have a hit in one of these screens.
